# Source: PubChem (several laboratories)
# MEKK3 PB1 HTS: raises or lowers MEK5 binding to the human MEKK3 PB1 domain | Q99759 | bead-based flow cytometry, Alexa488-MEK5 binding to MEKK3; actives lie on both sides; 0 = blocked by unlabeled MEK5, 100 = vehicle | binding response (% of control), % at 10 µM | 290,000 tested, 1.4% active | AID 1529;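 active = binding response more than 3 SD above or below the average of its plate-row segment, actives on both sides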;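 note: Alexa488 bead fluorescence after subtracting the streptavidin-only scavenger bead signal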
# NS3 helicase inh: blocks Hepatitis C virus NS3 helicase unwinding; 290,000 tested, 0.56% active; AID 1800; inhibition, % at 10.9 µM; NS3 helicase DNA unwinding, Cy5 molecular beacon fluorescence;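 active = inhibition above the mean of all tested compounds plus 3 SD, set per campaign, cut at about 35% in these data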;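 note: 0% = DMSO wells and 100% = thioflavine S control wells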
#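 test system = hepatitis C virus NS3 helicase domain fragment enzyme | reagent = annealed dual-labelled DNA beacon duplex, ATP-started | times = 1 h at 25 °C | detection = Cy5 fluorescence, 0 and 60 min reads | read-out basis = percent inhibition from t60/t0 fluorescence ratio | control set = DMSO and thioflavine S | replication = one well per compound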
# IMP-1 inhibitor: inhibitors of Pseudomonas aeruginosa IMP-1 metallo-beta-lactamase; purified IMP-1, nitrocefin hydrolysis, epi-absorbance fluorescence; inhibition, % at 5.6 µM; 290,000 tested, 0.45% active; AID 1556;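 active = inhibition above the mean plus 3 SD of all compounds in the same screening run, cut at about 4.5% in these data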;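 note: 0% = IMP-1 with DMSO and 100% = DMSO wells lacking enzyme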
#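 Assay system: purified IMP-1; Quantity: IMP-1 0.2 nM before substrate addition; Medium: HEPES buffer pH 7.1 with ZnSO4 and Brij 35; Incubation: 15 min enzyme–compound preincubation, then 25 min nitrocefin reaction, 25 °C; Signal: fluorescence quenching readout, ex 480/em 530 nm; Controls: DMSO with and without IMP-1; Repeats: singlicate testing.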
# VIM-2 inh: inhibitors of Pseudomonas aeruginosa VIM-2 metallo-beta-lactamase | inhibition, % at 5.6 µM | 290,000 tested, 0.89% active | purified VIM-2, nitrocefin hydrolysis, epi-absorbance fluorescence;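 active = inhibition above the mean of all tested compounds plus 3 SD, cutoff set per screening run, cut at about 7.5% in these data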;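 note: red hydrolysis product quenches plate fluorescence so inhibitors raise well fluorescence; 0% = enzyme with DMSO and 100% = DMSO without enzyme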
# SUMO HTRF inh: blocks human SUMOylation mediated by UBC9; 290,000 tested, 0.36% active; HTRF SUMOylation assay, SAE1/SAE2 + UBC9, in vitro; P63279; inhibition, % at 35 µM; AID 2006; in the data active = inhibition above about 50%, passing the limit was not always enough; note: strong numbers were not always called active
# IDE act: activators of human insulin-degrading enzyme in cells; AID 493087; HEK cells, FAbeta-B cleavage, fluorescence polarization; 0% vehicle, 100% cell-free pure enzyme wells; activation, % at 5.96 µM; P14735; 340,000 tested, 0.073% active;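 active = activation above the mean of all tested compounds plus 3 SD, set per screening campaign, cut at about 17% in these data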
# PHOSPHO1 inh: inhibitors of human PHOSPHO1 phosphatase. inhibition, % at 13.3 µM. AID 1565. recombinant PHOSPHO1, absorbance phosphatase assay. Q8TCT1. 290,000 tested, 1.1% active; in the data active = inhibition above about 60%
# p-CIP stab down: p/CIP protein destabilization. decrease of EGFP signal, % at 10 µM. F442A p/CIP-EGFP cells, EGFP fluorescence, 16 h. 290,000 tested, 0.01% active;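 active = EGFP signal decrease of at least 30% at 10 µM or well 3 SD below plate mean, unless failing retest; inactive = the rest, including hits failing retest or dose response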; note: some compounds called inactive have numbers as strong as hits; many of its hits are not listed in these tables
# Target sequence (Q05BA5 1-1403): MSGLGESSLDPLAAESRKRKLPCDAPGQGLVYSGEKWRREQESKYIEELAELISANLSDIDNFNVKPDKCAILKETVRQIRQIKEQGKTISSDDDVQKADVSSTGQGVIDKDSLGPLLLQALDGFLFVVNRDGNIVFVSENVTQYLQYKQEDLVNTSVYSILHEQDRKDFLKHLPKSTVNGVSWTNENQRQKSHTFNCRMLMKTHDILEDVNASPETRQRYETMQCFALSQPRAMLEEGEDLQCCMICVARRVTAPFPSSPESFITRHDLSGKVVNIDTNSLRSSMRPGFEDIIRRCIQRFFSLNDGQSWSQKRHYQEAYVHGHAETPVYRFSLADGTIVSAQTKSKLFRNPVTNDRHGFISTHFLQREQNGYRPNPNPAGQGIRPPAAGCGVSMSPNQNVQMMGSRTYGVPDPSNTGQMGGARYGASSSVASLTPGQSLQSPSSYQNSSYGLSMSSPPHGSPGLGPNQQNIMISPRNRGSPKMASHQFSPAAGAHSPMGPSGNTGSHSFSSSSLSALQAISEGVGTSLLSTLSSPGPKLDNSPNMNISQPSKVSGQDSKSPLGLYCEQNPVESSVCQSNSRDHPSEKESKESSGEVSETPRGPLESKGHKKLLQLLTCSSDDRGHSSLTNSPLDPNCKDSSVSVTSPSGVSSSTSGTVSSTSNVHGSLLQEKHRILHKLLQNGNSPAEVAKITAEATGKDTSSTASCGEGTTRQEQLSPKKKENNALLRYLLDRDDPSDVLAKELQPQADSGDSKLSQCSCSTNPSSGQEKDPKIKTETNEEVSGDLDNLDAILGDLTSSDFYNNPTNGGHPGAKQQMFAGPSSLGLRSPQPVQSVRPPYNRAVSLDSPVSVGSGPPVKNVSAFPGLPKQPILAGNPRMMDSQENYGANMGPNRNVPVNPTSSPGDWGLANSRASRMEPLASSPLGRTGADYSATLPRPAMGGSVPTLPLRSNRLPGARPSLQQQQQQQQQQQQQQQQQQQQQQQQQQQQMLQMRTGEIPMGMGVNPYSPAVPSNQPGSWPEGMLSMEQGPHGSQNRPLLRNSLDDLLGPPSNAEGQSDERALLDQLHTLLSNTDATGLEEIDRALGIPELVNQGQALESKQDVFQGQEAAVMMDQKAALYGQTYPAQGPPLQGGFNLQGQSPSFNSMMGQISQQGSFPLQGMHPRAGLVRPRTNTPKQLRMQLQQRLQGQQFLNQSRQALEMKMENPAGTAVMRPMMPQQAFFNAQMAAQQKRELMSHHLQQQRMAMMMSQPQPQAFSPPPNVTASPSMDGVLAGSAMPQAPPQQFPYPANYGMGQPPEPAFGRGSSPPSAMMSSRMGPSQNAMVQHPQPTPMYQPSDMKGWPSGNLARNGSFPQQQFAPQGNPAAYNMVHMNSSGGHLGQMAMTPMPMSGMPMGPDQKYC
# DNA FID counter: counter-screen for HCV NS3 helicase inhibitors: DNA intercalator displacement; DNA fluorescent intercalator displacement, fluorescence; inhibition, % at 7.9 µM; 290,000 tested, 0.17% active; AID 1845; in the data active = inhibition above about 37%;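 note: 0% = vehicle and 100% = reference compound; higher means more ethidium bromide displaced from hairpin DNA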
# Numbers without * were called inactive; . = not tested or not shown; [ ] = another dose, or the depositor's remark. An excerpt; count on the stated rates, not on these rows.
# Order of results – MEKK3 PB1 HTS	NS3 helicase inh	IMP-1 inhibitor	VIM-2 inh	SUMO HTRF inh	IDE act	PHOSPHO1 inh	p-CIP stab down	DNA FID counter
Cc1cccc(OCc2nc(-c3ccccn3)n[nH]2)c1
 : 105	-5	-4.8	-2.5	-10	-1	-41	-23	-8
COc1ccc(C(=O)OCC(=O)Nc2ccccc2)cc1[N+](=O)[O-]
 : 101	-9	3.0	0.4	-6	2	8	-2	6
Cc1ccc(C(=O)Nc2ccc(N3CCN(C)CC3)cc2)c(Cl)c1
 : 96	-2	-1.9	3.4	-3	0	13	6	8
O=C(Cc1cccs1)Nc1nnc(SCC(=O)NC2CCCCC2)s1
 : 107	-7	-1.9	-4.6	-1	4	10	-6	-4
CCOC(=O)C(CCCOc1ccccc1C)C(=O)OCC
 : 107	-2	-2.8	0.9	-2	7	17	1	-10
Cc1nc2ccccc2cc1C(=O)O
 : 102	0	-4.1	-4.0	1	9	2	1	-4
COCCn1c(Cc2ccccc2)nnc1SCC(=O)N(C)C
 : 98	-4	-1.4	0.6	0	-4	11	-7	4
CC1CCC(C(C)C)C(OC(=O)C2=C3c4ccccc4S(=O)(=O)N3CC2)C1 (stereo not given)
 : 110	-1	1.3	1.4	-4	0	-4	1	-3
COc1ccc(S(=O)(=O)N2CCCN(CC(=O)Nc3ccccc3F)CC2)cc1
 : 102	-4	0.4	-4.5	-2	2	28	6	-32
Cc1cc2ncc(C(=O)Nc3ccccc3)c(C)n2n1
 : 97	-2	0.4	-2.4	4	2	6	-8	-2
Cc1nn2c(NCc3ccccn3)cc(C(C)C)nc2c1-c1ccccc1
 : 94	0	-1.8	-1.8	2	2	16	5	-6
COc1ccccc1N1CCN(/N=C/c2c(C)nn(-c3ccccc3)c2C)CC1
 : 101	22	-0.7	-3.4	-3	8	7	5	-26
O=c1[nH]c(CSc2ncn[nH]2)nc2ccccc12
 : 100	4	-2.7	-1.4	7	4	24	-13	-2
O=C(CCn1cnc2ccccc2c1=O)Nc1ccc(S(=O)(=O)N2CCCCC2)cc1
 : 108	-6	-2.2	-2.7	-3	-1	-2	-5	-2
COc1ccc(C(=S)N2CCC(C(N)=O)CC2)cc1Br
 : 56	7	-0.8	3.2	31	0	-98	4	5
COc1ccccc1OCC(=O)Nc1ccc(S(=O)(=O)N2CCCC2)cc1
 : 103	3	-2.5	-3.5	-1	2	-3	4	-25
O=C(Nc1nc(-c2ccc(Br)cc2)cs1)c1cccnc1
 : 99	-7	0.7	0.3	13	1	-95	-14	-2
Cc1c(Nc2cc(=O)oc3ccccc23)c(=O)n(-c2ccccc2)n1C
 : 96	3	-0.6	-3.9	-5	8	3	-7	-2
O=c1[nH]c(SCc2nc3ccccc3n2Cc2ccccc2)nc2ccccc12
 : 93	-1	-1.5	-0.7	14	6	-5	-9	-5
CN(CCC#N)C(=O)c1cc2c(s1)-c1ccccc1SC2
 : 107	0	-0.9	-0.2	43	-2	31	-2	-13
CCOC(=O)c1cnc2nc(C)nn2c1N
 : 97	-4	-1.2	-0.5	15	3	24	-6	-1
Cc1c(Br)c([N+](=O)[O-])nn1CC(=O)Nc1cccc2nonc12
 : 98	21	-2.1	-4.1	22	4	32	-80	6
Cc1c(-c2ccc(Cl)cc2)[n+](=O)c2c(n1[O-])CCCC2
 : 104	7	-1.9	0.7	8	5	29	-4	-1
CCn1cc(C(=O)NCCCN2CCCC(C)C2)c(=O)c2cc(S(=O)(=O)N3CCc4ccccc4C3)ccc21 (stereo not given)
 : 93	-46	-0.5	0.8	10	1	-2	-5	9
COc1ccc2[nH]c(C(=O)N/N=C/c3ccccc3OC)cc2c1
 : 101	-6	-0.2	-0.4	12	-3	36	10	-26
CCn1c(CC(=O)Nc2ccc(C)cc2)nnc1SCC(=O)Nc1nc(C)cs1
 : 102	4	-2.1	-4.0	3	2	38	-1	-10
CCOC(=O)CN(c1ccccn1)S(=O)(=O)c1ccccc1
 : 103	-4	-2.6	-1.8	-5	-1	19	-1	2
COc1ccc(S(=O)(=O)Nc2ccc(Cc3ccncc3)cc2)cc1OC
 : 102	2	-0.7	-1.1	2	1	22	-12	-10
CN1C(c2ccc(F)cc2)=CS/C1=C(\C#N)c1nnc2n1-c1ccccc1SC2
 : 98	-5	0.5	0.8	15	-3	-2	-4	-7
Cc1ccc(CNC(=O)c2cc(Cl)cc(Cl)c2)n1C
 : 102	-8	-2.9	0.6	-4	-6	36	-1	-5
CCOc1ccc(N=Cc2c(O)n(-c3cccc(C)n3)c(=O)c3ccccc23)cc1
 : 99	1	-3.4	-1.3	-14	-7	7	-1	-28
CN(CCOc1ccc(Br)cc1)CC(=O)Nc1cccc(S(=O)(=O)NC2=NCCC2)c1
 : 72	-11	-0.9	-0.3	19	-10	25	6	-11
Cc1nnc(N/N=C/c2c(O)n(-c3cccc(C(F)(F)F)c3)c(=O)c3ccccc23)[nH]c1=O
 : 101	10	-2.9	-5.1	16	.	42	-12	-11
CCC1(c2ccccc2)NC(=O)N(CC(=O)N(C)CC(=O)Nc2cccc(F)c2)C1=O (stereo not given)
 : 99	-1	-1.9	-0.5	0	1	14	2	-10
CCCC(=O)N1CCCC(c2nc(-c3cccs3)no2)C1 (stereo not given)
 : 101	6	-3.9	-1.9	-2	4	-45	4	-11
CCOC(=O)C1(CC2CCCCO2)CCN(S(=O)(=O)c2ccc(C)s2)CC1 (stereo not given)
 : 95	10	-0.8	-1.7	0	-2	14	0	-18
CCCCn1c(N)c(N(CC)C(=O)CSCc2ccc(C)cc2)c(=O)[nH]c1=O
 : 103	-3	0.2	-0.3	8	0	38	-1	-21
CCOc1ccc(N2C(=O)CC(N3CCN(C(=O)CN4CCCC4)CC3)C2=O)cc1 (stereo not given)
 : 96	-10	-2.4	-4.2	18	6	19	-10	-8
C=C1CCN(C(C(=O)OC)C(C)C)S(=O)(=O)c2ccc(F)cc21 (stereo not given)
 : 92	.	.	.	8	9	27	8	.
COc1ccc(N2CCN(C(=O)CSc3nnc4c(C)cc5cc(C)ccc5n34)CC2)cc1
 : .	4	-1.4	0.2	1	6	6	-17	-10
COC(=O)c1ccc(NC(=O)c2ccccc2SC)cc1
 : 89	1	0.1	-1.1	-8	3	0	-11	-3
COc1ccccc1C(=O)NNC(=O)C(=O)Nc1ccc(C)cc1
 : 99	24	-3.2	-3.4	2	-2	36	-9	-7
O=C(COC(=O)c1cc[n+]([O-])cc1)Nc1ccc2c(c1)OCCO2
 : 100	0	-1.1	-2.1	11	2	4	-3	0
O=C(Nc1nc(-c2ccncc2)cs1)C1COc2ccccc2O1 (stereo not given)
 : .	15	-4.6	-1.8	9	-17	2	2	-7
CC1CCN(CCCNC(=O)c2coc3nc4ccccc4nc23)CC1
 : 104	3	-6.7	-0.2	8	1	14	8	5
O=C(O)CCn1c(=O)[nH]c(=O)n(CCC(=O)O)c1=O
 : 78	-7	-3.0	-2.3	14	2	32	-15	4
COc1ccc(-c2csc(N(CCCN(C)C)C(=O)c3ccccc3F)n2)cc1
 : 99	-41	-3.5	-0.1	0	4	34	1	24
CC(=O)c1cccc(CN2CCC(C(=O)Nc3ccc(Oc4cccnc4)cc3)CC2)c1
 : 105	-10	-3.5	-3.8	15	1	41	-12	17
COc1ccc(OCc2nc(-c3ccc(F)c(F)c3)cs2)cc1
 : 93	-3	-3.0	-3.2	0	3	30	-7	-3
COc1ccc(C(=O)/C=C/c2ccc3c(c2)OCCO3)cc1
 : 94	-15	-3.1	-1.5	11	1	-17	-3	-15
Cc1c(NC(=O)c2nn3c(c2Br)NC(c2ccccc2)CC3C(F)(F)F)c(=O)n(-c2ccccc2)n1C (stereo not given)
 : 103	8	-5.1	-1.5	5	1	3	-2	-15
O=C(c1ccccc1)N1N=C(c2ccco2)CC1c1cccs1 (stereo not given)
 : 102	22	-2.5	-3.1	25	0	28	-10	-13
N#Cc1nc(COc2ccccc2Cl)oc1N1CCCCCC1
 : 108	11	-5.6	-5.1	-9	3	-22	11	-8
CCCOc1ccc(N2C(=O)C/C(=C\c3ccccc3)C2=O)cc1
 : 81	18	0.5	1.7	25	.	20	-2	-7
CC1NC(=O)NC1CCCCCC(=O)NCCc1ccccc1 (stereo not given)
 : 1.0*[inhibitor]	14	-0.2	0.6	0	-13	0	-4	-27
CCC(C)(C)NC(=O)C(c1cccn1C)N(C(=O)Cn1nnc2ccccc21)c1ccc(NC(C)=O)cc1 (stereo not given)
 : 96	-2	-2.1	0.5	18	1	41	-32	-31
COC(=O)CNC(=O)COC(=O)c1ccc(Cl)nc1
 : 99	-12	-0.9	-2.8	4	8	-13	-6	-5
CCOC(=O)CCP(=O)(O)C(O)(c1ccccc1)c1ccccc1
 : 98	-4	-3.3	-1.4	14	5	14	-17	-3
CC(=O)N(CN1C(=O)C2CC=CCC2C1=O)c1cccc(Cl)c1 (stereo not given)
 : 100	-2	-0.3	-0.6	-3	5	13	-12	-7
O=C(CN1CCN(Cc2ccccc2)CC1)N/N=C/c1ccc(Br)s1
 : 88	-1	-0.2	1.9	6	5	0	-15	16

# Remaining list, next part
# Order of results – MEKK3 PB1 HTS	NS3 helicase inh	IMP-1 inhibitor	VIM-2 inh	SUMO HTRF inh	IDE act	PHOSPHO1 inh	p-CIP stab down	DNA FID counter
O=C(Nc1ccccc1N1CCN(c2ccc(F)cc2)CC1)C1CCCCC1
 : 108	-1	2.7	2.7	-4	6	13	0	0
CC1=NN(c2ccccc2)C(=O)/C1=C\c1cc(C)n(-c2cccnc2)c1C
 : 94	-4	-2.6	-3.1	18	3	-12	-6	-7
c1ccc(CSc2nnc(-c3cccs3)o2)cc1
 : 93	-4	-3.8	-3.0	29	0	21	-15	-13
COC(=O)c1cn(NC(=O)C2CCCCC2)c(=O)c2ccccc12
 : 96	2	-2.9	-2.6	18	1	-1	2	0
COc1ccc(CC(=O)Nc2ccc(OC)c(NC(=O)c3ccco3)c2)cc1
 : 102	4	-2.3	0.9	7	3	-7	0	-19
CCN(CC)c1ccc(C(=O)OCC(=O)Nc2cccc(S(=O)(=O)NC3=NCCCCC3)c2)cc1
 : 102	-16	-1.7	-4.6	-20	3	12	10	-33
COCCCNC(=O)c1c(F)c(F)c(F)c(F)c1F
 : 103	5	0.3	-1.8	-10	8	-22	0	3
CCOC(=O)c1nn(-c2ccccc2C)c(=O)c2c(N)scc12
 : 109	0	-3.8	2.8	10	4	-78	-6	-5
CCN(CC)C(=O)c1ccc(NS(=O)(=O)c2ccc3[nH]c(=O)[nH]c3c2)cc1
 : 101	0	2.1	0.4	8	2	4	-23	-8

# A few values from the entries so far.
# CC1CCN(CCCNC(=O)c2coc3nc4ccccc4nc23)CC1 in MEKK3 PB1 HTS is listed with 104
# CN(CCOc1ccc(Br)cc1)CC(=O)Nc1cccc(S(=O)(=O)NC2=NCCC2)c1 in SUMO HTRF inh is listed with 19
